Compound activity: PubChem BioAssay, National Center for Advancing Translational Sciences (NCATS)
HEK293 viab = counter-screen for SNCA expression inhibitors: cell viability. AID 1671193. HEK-293-SNCA-luc viability, GF-AFC fluorescence, 24 h. actives 0.12% (n = 150,000). Potency, µM (series often up to 57.1 µM), for inactives: at the highest dose activity change, negative = cytotoxicity, hits mostly cytotoxic;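 further: potency means the concentration at half of the fitted maximal effect; 0% = DMSO-treated cells and -100% = medium-only wells without cells; nearly all actives have a fitted effect of over 30% in size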
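Cytotoxicity counterscreen: after 24 h compound treatment of genome-edited SNCA-luciferase HEK-293 cells, live-cell protease substrate GF-AFC read by fluorescence after 30 min; activity scaled between DMSO (0%) and medium-only (-100%), curves Hill-fitted.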
GPT2 inh = blocks human glutamate pyruvate transaminase 2. Q8TD30. Recombinant GPT2, coupled pyruvate oxidase/HRP Amplex Red fluorescence. Potency, µM (highest dose often 57.7 µM), without a hit: at the highest dose activity change, negative = inhibition, actives largely listed as inhibitors. actives 0.25% (n = 100,000). AID 1671188; further: potency means the concentration at half of the fitted maximal effect; nearly all actives have a fitted effect of over 60% in size; many of its hits are not listed in these tables
Target sequence (Q8TD30 whole entry, looked up): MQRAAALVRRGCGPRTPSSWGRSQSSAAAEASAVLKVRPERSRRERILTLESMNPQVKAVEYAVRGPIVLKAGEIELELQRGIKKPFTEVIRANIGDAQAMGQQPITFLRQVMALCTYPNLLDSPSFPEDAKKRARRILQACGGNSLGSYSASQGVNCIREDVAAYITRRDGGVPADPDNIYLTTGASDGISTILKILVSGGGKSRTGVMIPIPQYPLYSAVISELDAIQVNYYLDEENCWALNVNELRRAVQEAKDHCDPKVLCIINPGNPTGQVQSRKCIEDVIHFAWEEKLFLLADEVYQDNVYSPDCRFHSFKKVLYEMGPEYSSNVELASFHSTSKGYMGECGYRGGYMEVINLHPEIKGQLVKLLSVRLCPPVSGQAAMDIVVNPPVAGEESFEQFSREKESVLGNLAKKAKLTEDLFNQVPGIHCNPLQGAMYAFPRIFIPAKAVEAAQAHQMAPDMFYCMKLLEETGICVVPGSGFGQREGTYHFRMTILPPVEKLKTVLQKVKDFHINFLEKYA
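GPT2 10ng/uL, a-KG 250uM, L-Ala 2mM, HEPES pH7.5 + 0.0001% Tween; 30 min RT. Then Amplex mix (PO/HRP/ThPP), 30 min RT dark, fluorescence. AOA 50uM used as positive control.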
SNCA expr inh = inhibitors of alpha-synuclein (SNCA) gene expression; HEK-293 SNCA-luciferase knock-in, luminescence, 24 h; Potency, µM (highest dose often 57.2 µM), without a hit: top-dose activity change, negative = inhibition, hits mostly inhibitors; actives 0.17% (n = 140,000);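 further: potency means the concentration at half of the fitted maximal effect; plate controls were DMSO cells for no effect and cell-free wells for full effect; nearly all actives have a fitted effect of over 45% in size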
Luciferase inh = inhibitors of firefly (Photinus pyralis) luciferase; P08659; purified P. pyralis luciferase, luminescence, biochemical; Potency, µM (doses to about 115 µM), for the others: at the top dose activity change, negative = inhibition, usual class: inhibitors; actives 2.5% (n = 76,000); AID 1347043; further: potency means the concentration at half of the fitted maximal effect; nearly all actives have a fitted effect of over 65% in size
Target sequence (P08659 whole entry, looked up): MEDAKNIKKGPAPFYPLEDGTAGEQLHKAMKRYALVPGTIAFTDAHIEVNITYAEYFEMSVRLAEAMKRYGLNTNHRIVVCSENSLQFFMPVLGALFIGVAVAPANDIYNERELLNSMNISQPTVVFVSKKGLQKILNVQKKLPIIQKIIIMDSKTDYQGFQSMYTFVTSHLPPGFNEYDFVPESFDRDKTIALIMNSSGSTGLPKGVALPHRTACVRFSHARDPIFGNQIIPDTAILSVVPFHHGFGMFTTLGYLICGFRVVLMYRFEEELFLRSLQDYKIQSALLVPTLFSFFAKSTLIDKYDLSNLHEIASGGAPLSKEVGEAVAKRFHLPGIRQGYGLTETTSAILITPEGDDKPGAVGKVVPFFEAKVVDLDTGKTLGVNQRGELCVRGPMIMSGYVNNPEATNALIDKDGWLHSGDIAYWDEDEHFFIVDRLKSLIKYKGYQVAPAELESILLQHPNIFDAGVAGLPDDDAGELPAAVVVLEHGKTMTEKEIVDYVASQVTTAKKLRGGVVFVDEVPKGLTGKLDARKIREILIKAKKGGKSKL
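FLuc 10nM, D-luciferin 10uM, ATP 10uM, Mg acetate 10mM, Tris acetate pH 7.5, Tween/BSA; cpd qHTS; enzyme added last; CCD luminescence.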
IP6K1 inhibitor = inhibitors of human IP6K1. actives 0.81% (n = 140,000). Q92551. activity change, % (series mostly up to about 58 µM). AID 1645851. IP6K1 kinase, ADP-Glo luminescence, 2 h; hits give low values; in the data active means activity change below about -25%
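ADP-Glo luminescence measures ADP made by human IP6K1 during a 2 h RT reaction with ATP/IP6 (mix at 1.3 mM/130 uM); top library doses 57.5 and 19.1 uM final.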
NIH3T3 tox = NIH 3T3 cell cytotoxicity | NIH 3T3 viability, CellTiter-Glo ATP luminescence, 48-72 h | actives 4.3% (n = 94,000) | Potency, µM (highest dose often 96.7 µM), inactives show at the highest dose activity change, negative = cytotoxicity, usual class: inhibitors; further: potency means the concentration at half of the fitted maximal effect; nearly all actives have a fitted effect of over 55% in size
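NIH 3T3 cells at 400 cells/well received 23 nL of compound by pintool and were incubated 48 or 72 h at 37 °C. Viability was read as ATP-coupled CellTiter-Glo luminescence.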
HEK293 tox = kills HEK 293 cells | Potency, µM (highest dose often 115 µM), inactives show at the highest dose activity change, negative = cytotoxicity, actives largely listed as inhibitors | HEK 293 viability, ATP luminescence (CellTiter-Glo), 48-72 h | actives 6.6% (n = 94,000); further: potency means the concentration at half of the fitted maximal effect; nearly all actives have a fitted effect of over 60% in size
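Cytotoxicity was scored by loss of ATP-coupled luminescence (CellTiter-Glo) in HEK 293 cells. Compound treatment ran 48 or 72 hr at 37 degree Celsius, 5% CO2, 95% humidity.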
* = called active by the depositor; i = inactive; ? = inconclusive; · = not tested or not shown; & = joins results of further samples; [ ] = dose if it differs, or a comment. Unless noted, the call rests on the fitted dose curve; in most records, active means well fitted curve in the direction sought with a large enough effect; inconclusive means small, poorly fitted or top-dose-only effect, or another doubt; inactive means no such curve, though single readings can be large; an effect the other way counts as inactive or inconclusive. Unless noted, on the % scale 0 is the no-effect control and ±100 the full control effect. The list is partial; the hit share may differ from the screen's.

SMILES	HEK293 viab	GPT2 inh	SNCA expr inh	Luciferase inh	IP6K1 inhibitor	NIH3T3 tox	HEK293 tox
COc1cccc(CCC(=O)NCc2nnc3c(-c4nc(C)no4)cccn23)c1	-7%	i	-17%	-4%	4	-8%	-8%
COc1ccccc1-c1cc(C(=O)NCc2cccnc2)nc2c1cnn2C	-11%	-2%	49%[activator]	·	-2	-23%	-11%
O=C(CC1N=C2c3ccccc3N=C(SCC(=O)Nc3ccccc3F)N2C1=O)NCc1ccc2c(c1)OCO2 (stereo not given)	-25%	·	29%	·	7	·	·
Cn1c(=O)c2ccnn2c2ccc(C(=O)NCCN3CCC(N4CCCCC4)CC3)cc21	2%	i	16%	-1%	1	0%	i
Cc1ccc(N2C(=O)C(CC(=O)Nc3ccccc3)N(CCC3=CCCCC3)C2=O)cc1 (stereo not given)	11%	·	91%[activator]	·	-16	·	·
C/C=C/C=C/C(=O)O[C@@H]1C=C2COC(=O)[C@]2(O)[C@@]2(C)CCCC(C)(C)[C@H]12	-9%	i	·	·	-5	·	·
CCc1cccc(NC(=O)Cn2c(N3CCOCC3)nc(COC)cc2=O)c1	-10%	i	-16%	6%	5	1%	1%
CCc1noc(-c2cn(C3CCN(C(=O)Cc4ccc(F)cc4)CC3)nn2)n1	17%	i	-5%	2%	17	-4%	1%
Cc1cccc(CN2CCCC(O)(CNCc3cccc(C)n3)C2=O)c1 (stereo not given)	14%	i	7%	0%	7	-22%	-13%
CCN(CC)c1ccc(NC(=O)C2CCN(S(=O)(=O)c3cnc[nH]3)CC2)c(C)c1	-13%	·	5%	·	-1	·	·
CC(C)NC(=O)c1ccc2c(c1)N(C(=O)c1ccc(F)cc1)CC2	-6%	2%	3%	-4%	-3	-13%	-8%
CC1(C)CC(CCNc2ncncn2)(c2ccccc2)CCO1 (stereo not given)	1%	i[11.5 µM]	-12%	7%	15	-14%	-5%
CCc1ccc(CN(Cc2ccco2)C(=O)c2ccc(C)cc2)cc1	10%	·	-10%	·	7	·	·
COc1cccc(-c2cn3c(n2)N(C(=O)c2ccco2)CCC3)c1	-8%	-14%	19%	?	-6	i	?
COC(=O)c1scc(-c2ccc(C)cc2)c1S(=O)(=O)N1CCN(c2ccc(C(C)=O)cc2)CC1	2%	·	36%[activator]	·	12	·	·
Nc1nc(C(=O)N[C@H]2CCOC[C@H]2C2CCOCC2)cs1	9%	-2%	1%	2%	-2	-6%	-6%
Cc1cc2c(NC3CC(c4nnc(CN(C)C)n4C)C3)ncnc2s1 (stereo not given)	-5%	-13%	?	-9%	55	?	?
CCCCn1c(=O)c(C(=O)NCc2ccc(F)cc2)nc2cccnc21	-2%	i	-4%	·	10	?	?
c1cncc(-c2nc(CC3CCCNC3)no2)c1 (stereo not given)	20%	4%	15%	-8%	2	-5%	-23%
COc1ccc(C(=O)N2CCCC3(CC(C)=NO3)C2)cc1 (stereo not given)	-6%[87.6 µM]	i	31%[87.6 µM]	·	7	i	i
Cc1ccc(C)c(Cn2nc(-c3cc(C)ccc3C)ccc2=O)c1	-12%	·	-9%	·	-3	·	·
Fc1ccc2nc([C@H]3CCN(C4CCC4)C3)[nH]c2c1	-3%[87.6 µM]	?	-29%[87.6 µM]	5µM*	4	?	?
CC(C)CN(CC(C)C)CC(O)Cn1cc(/C=C/C(=O)c2ccccc2)c2ccccc21 (stereo not given)	-4%	·	28%	·	-4	·	·
COc1ccc(C(=O)N2CCCN(c3ccc4nnc(-c5ccccc5)n4n3)CC2)cc1	·	·	·	·	-1	?	?
O=C(NCc1ccccc1)N1CCC2(CC1)CC(N(C(=O)c1ccccc1)C1CC1)CCO2 (stereo not given)	2%	i	-25%	-2%	-8	?	?
O=C(NCc1ccccc1F)c1ccc(-c2ccc(N3CCSCC3)nc2)cc1	6%	i	40%[activator]	?	14	-10%	?
CC1(COc2ccccc2)COc2ccc(C(=O)NCc3ccncc3)cc2N1 (stereo not given)	-14%[87.6 µM]	i	-17%[87.6 µM]	0%[172 µM]	13	?	?
COC(=O)c1ccc(Cl)cc1NC(=O)N1CC=C(c2c[nH]c3ccccc23)CC1	-8%	·	24%	·	8	·	·
Cc1nn(-c2ccccc2)c2c1C(C1CC1)N(C1CCN(C(=O)c3ccc(Cl)nc3)C1)C2=O (stereo not given)	·	·	·	·	-8	?	?
CCNC(=O)NC1=N[C@@]23CO[C@H](c4ccccc4)C[C@@H]2CC(=O)[C@H]3S1	·	·	·	·	-3	-42%	?
O=C(NCC1CC1)c1nc2sccn2c1Br	-7%[87.6 µM]	i	2%[87.6 µM]	-5%[172 µM]	3	-13%[138 µM]	-1%[172 µM]
CC(=O)N1Cc2ccccc2CC2(CCN(CC3CCCC3)C2)C1 (stereo not given)	0%	i	-22%	·	-2	i	-7%
Cc1cc(C)c2nc(N(Cc3cccnc3)C(=O)CCS(=O)(=O)c3ccccc3)sc2c1	11%	·	17%	·	-4	·	·
COCC(=O)N1CCCC(c2noc(COc3ccccc3F)n2)C1 (stereo not given)	-19%	-2%	10%	-20%	9	-3%	-11%
CN1CCOc2nc(-c3cccc(OC(F)(F)F)c3)ncc2C1=O	-21%[87.6 µM]	-7%[88.5 µM]	-27%[87.6 µM]	3.2µM*	3	?	?
COc1ccc(N(Cc2cccs2)C(=O)c2ccc(Br)o2)cc1	-9%	·	-6%	·	26	·	·
CN(C)c1ccc(NC(=O)Cn2cccc2-c2nc(-c3ccc4c(c3)OCO4)no2)cc1	5%	-14%	25%	-8%	-1	1%	5%
COc1ccc(-c2[nH]nc3ncc(C(=O)N(C)c4cccnc4)nc23)c(C)c1	-25%[87.6 µM]	-7%[88.5 µM]	4%[87.6 µM]	12%[172 µM]	-5	?	?
CN(Cc1ccccc1)c1nnc(NC(=O)Nc2cccc(Br)c2)s1	-3%	·	29%	·	4	·	·
CC(C)CN1C(=O)c2ccccc2C(C(=O)Nc2nccs2)C12CCCC2 (stereo not given)	-24%	3%	-11%	-8%	16	?	?
CCN(CC)C(=O)Cn1ccn2nc(-c3ccccc3)c(CO)c2c1=O	0%	i	-11%	1%	5	4%	3%
O=C(NCc1ccccc1)c1ccc(CS(=O)(=O)c2c(Cl)cccc2Cl)o1	-19%	·	3%	·	26	·	·
CN[C@@H](C)C(=O)N1CC[C@H](NC(=O)c2ccncc2)C[C@H]1C(=O)N[C@@H](Cc1ccc(OC)cc1)C(N)=O	-1%	1%	-8%	-6%	-3	-22%	-6%
O=C1CCN(S(=O)(=O)c2ccccc2)CCCN(C(=O)COc2ccccc2)CCN1	3%	i	1%	-8%	8	?	i
CC(O)CNc1nc2c(c(=O)n(Cc3ccc(Cl)cc3)c(=O)n2C)n1C (stereo not given)	-13%	·	-18%	·	2	·	·
COc1ccc(-c2noc([C@@H]3CCCN3C(=O)c3ccc(C#N)cc3)n2)cc1OC	-14%	i	70%[activator]	5%	15	-5%	7%
CN(C)C(=O)c1ccn2nccc2c1	-3%[87.6 µM]	-12%[88.5 µM]	2%[87.6 µM]	?	5	1%[174 µM]	4%[230 µM]
Cc1cccc(OCCc2noc(C3CCN(C(=O)c4cc(C)nn4C)C3)n2)c1 (stereo not given)	-10%[12.5 µM]	i	?	5%	14	?	?
CN(Cc1ccc(F)cc1)Cc1ccccc1C(F)(F)F	22%&12%[87.6 µM]	i	14%&-20%[87.6 µM]	-5%&4%[172 µM]	1&-6	?	-20%&-4%[172 µM]
COc1ccccc1C(=O)NC1CCN(c2cc(-c3cccs3)[nH]n2)C1 (stereo not given)	?	?	-24%	-9%	5	-23%	?
COc1ccc2nc(NC(=O)c3ccc(S(=O)(=O)N4CCC(C)CC4)cc3)sc2c1	6%	·	-3%	·	-14	·	·
Cn1cnc2ccc(-c3cccc(O)c3)nc2c1=O	-3%[87.6 µM]	?	26%[87.6 µM]	?	-6	?	?
O=C(Nc1ccc(S(=O)(=O)N(Cc2ccccc2)c2ccccc2)cc1)c1ccc([N+](=O)[O-])cc1	-15%	·	-22%	·	-13	·	·
CC(C)c1noc(-c2cn(C3CCN(C(=O)c4ccc(Cl)cc4)C3)nn2)n1 (stereo not given)	-7%	i	-8%	-1%	5	?	?
c1ccc(CN2CCN(c3nccc(-c4ccncc4)n3)CC2)nc1	5%	i	-9%	-2%	2	-9%	-10%
COc1ccc(Br)cc1CNC(=O)CCSCc1ccc(C)cc1	9%	·	-6%	·	7	·	·
Cc1ccc(C(=O)N2CCN(c3ccc4nnc(C5CC5)n4n3)CC2)cc1	·	·	·	·	-7	-18%	i
CCOC(=O)c1ccc(NC(=O)CC2C(=O)N(c3ccccc3)C(=O)N2C2CCCCC2)cc1 (stereo not given)	?	·	-28%	·	-13	·	·
CC(=O)N1CCc2ccc(O)c(OC3OC(COC4OCC(O)(CO)C4O)C(O)C(O)C3O)c2C1Cc1ccc(O)cc1 (stereo not given)	-5%[23.9 µM]	1%[17.1 µM]	·	·	15	·	·
O=C(C1CCCC1)N1CCC(C(=O)N2CCC(c3ccccc3)CC2)CC1	3%	-5%	8%	·	19	?	?

Arranged by count of non-hydrogen atoms (ascending): part of the list above
SMILES	HEK293 viab	GPT2 inh	SNCA expr inh	Luciferase inh	IP6K1 inhibitor	NIH3T3 tox	HEK293 tox
COc1ccc(Br)cc1CNC(=O)CCSCc1ccc(C)cc1	9%	·	-6%	·	7	·	·
c1ccc(CN2CCN(c3nccc(-c4ccncc4)n3)CC2)nc1	5%	i	-9%	-2%	2	-9%	-10%
Cc1ccc(C(=O)N2CCN(c3ccc4nnc(C5CC5)n4n3)CC2)cc1	·	·	·	·	-7	-18%	i
COc1ccc(-c2noc([C@@H]3CCCN3C(=O)c3ccc(C#N)cc3)n2)cc1OC	-14%	i	70%[activator]	5%	15	-5%	7%
O=C(Nc1ccc(S(=O)(=O)N(Cc2ccccc2)c2ccccc2)cc1)c1ccc([N+](=O)[O-])cc1	-15%	·	-22%	·	-13	·	·

(continued)
SMILES	HEK293 viab	GPT2 inh	SNCA expr inh	Luciferase inh	IP6K1 inhibitor	NIH3T3 tox	HEK293 tox
COCCOC1CCOC2(CCN(C(=O)Cc3ccccc3F)CC2)C1 (stereo not given)	3%[12.5 µM]	i	30%	-6%	9	1%	-1%
CCn1nccc1C(=O)N1CCC(N2C(=O)[C@H]3CN(Cc4ccccc4)C[C@H]3C2=O)CC1	15%	-30%	9%	·	22	-26%	-27%
CN(C)C[C@H]1O[C@H](Cc2cc(CN3CCOCC3)on2)CC[C@@H]1O	1%[87.6 µM]	i	16%[87.6 µM]	-2%[172 µM]	11	i	i
CN(C)/N=N/c1nc[nH]c1C(N)=O	-34%[23.9 µM]	i	-24%[25.6 µM]	·	11	·	·
